# Assay outcomes as filed in PubChem.
# DT40 TDP1 no CPT: qHTS for Inhibitors of human tyrosyl-DNA phosphodiesterase 1 (TDP1): qHTS in cells in absence of CPT; DT40 Tdp1-/- hTDP1 cells, no CPT, ATP luminescence, 48 h; AID 686978, 2013; Potency, µM (top dose mostly 46.2 µM), without a hit: at the top dose activity change, negative = growth inhibition, usual class: inhibitors; 420,000 compounds, 15% hits; note: nearly all actives have a fitted effect of over 55% in size
#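 Readout: luminescence from CellTiter-Glo after 30 min in the dark at RT. Cells: DT40 Tdp1-/- with stable hTDP1, 400/well. Exposure: compounds alone, ≥48 hr, 37 °C.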
# TDP1 cell CPT: DT40-hTDP1 cell growth loss with CPT | chicken DT40 Tdp1-/-;hTDP1 cells + 20 nM CPT, ATP luminescence, 48 h | Potency, µM (highest dose often 46.2 µM), for the others: top-dose activity change, negative = growth inhibition, usual class: inhibitors | 420,000 compounds, 12% hits | AID 686979; note: nearly all actives have a fitted effect of over 55% in size
#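 Chicken DT40 Tdp1-/- cells complemented with human TDP1, 400 cells/well, exposed to compounds plus 20 nM camptothecin for at least 48 h at 37 C; viability read as ATP content by CellTiter-Glo luminescence.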
# TDP1 block: blocks human tyrosyl-DNA phosphodiesterase 1 | Q9NUW8 | Potency, µM (top dose mostly 130 µM), without a hit: at the highest dose activity change, negative = inhibition, actives largely listed as inhibitors | 350,000 compounds, 0.28% hits | recombinant TDP1, AlphaScreen DNA substrate cleavage; note: nearly all actives have a fitted effect of over 40% in size
# Target sequence (Q9NUW8 whole entry, looked up): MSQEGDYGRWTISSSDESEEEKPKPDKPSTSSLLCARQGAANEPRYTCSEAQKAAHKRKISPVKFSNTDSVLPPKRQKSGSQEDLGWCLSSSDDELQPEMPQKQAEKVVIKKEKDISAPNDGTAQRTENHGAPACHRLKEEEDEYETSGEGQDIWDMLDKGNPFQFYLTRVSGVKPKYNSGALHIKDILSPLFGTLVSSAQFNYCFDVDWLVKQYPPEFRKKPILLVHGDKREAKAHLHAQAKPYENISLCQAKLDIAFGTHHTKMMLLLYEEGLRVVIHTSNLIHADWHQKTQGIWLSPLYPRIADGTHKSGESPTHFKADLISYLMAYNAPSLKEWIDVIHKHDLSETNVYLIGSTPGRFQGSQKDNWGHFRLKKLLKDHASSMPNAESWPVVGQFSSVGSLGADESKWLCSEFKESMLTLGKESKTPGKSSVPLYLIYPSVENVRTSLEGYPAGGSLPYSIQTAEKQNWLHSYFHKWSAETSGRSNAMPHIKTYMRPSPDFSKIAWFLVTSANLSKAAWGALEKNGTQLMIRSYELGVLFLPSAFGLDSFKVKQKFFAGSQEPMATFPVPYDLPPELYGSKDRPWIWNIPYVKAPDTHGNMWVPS
#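 Recombinant human Tdp1 (E. coli-expressed, 1 nM final) preincubated with compounds 15 min at room temperature, then 5'-biotin/3'-phosphotyrosine-FITC DNA substrate (15 nM final) added for 5 min. AlphaScreen beads (10 ug/ml final) added 10 min; cleavage lowers signal.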
# Active calls of the source: *; ? = inconclusive; nt = no result given; & = joins results of further samples; [ ] = dose if it differs, or a comment. Calls come from the whole dose curve; as a rule, active = well fitted curve in the direction sought with a large enough effect; inconclusive = small, poorly fitted or top-dose-only effect, or another doubt; inactive = no such curve, though single readings can be large; an effect the other way counts as inactive or inconclusive. % is set by controls: 0 for no effect and ±100 for the full control effect; potency is the fitted concentration of half-maximal effect.
# Sample of the layout:
SMILES,DT40 TDP1 no CPT,TDP1 cell CPT,TDP1 block
NC(=O)CC(NC(=O)Cc1cccc2ccccc12)c1ccc(NCCN2CCCCC2)c([N+](=O)[O-])c1 (centres undefined),-11%,-22%,nt
C=CCn1c(CCC(=O)O)ccc1-c1ccccc1,?,-9%,5%

# This part in full (from the top)
SMILES,DT40 TDP1 no CPT,TDP1 cell CPT,TDP1 block
NC(=O)CC(NC(=O)Cc1cccc2ccccc12)c1ccc(NCCN2CCCCC2)c([N+](=O)[O-])c1 (centres undefined),-11%,-22%,nt
C=CCn1c(CCC(=O)O)ccc1-c1ccccc1,?,-9%,5%
COc1ccc(-c2nc(-n3c(C)c(C(C)=O)c(C(C)=O)c3C)sc2C)cc1OC,?,?,7%
Cc1cc(NC(=O)CCC(=O)N(C2CC2)C2(C(=O)NC3CCCC3)CCC(C)CC2)no1 (centres undefined),?,-18%,2%
COc1cc(-c2nnc(SCC3(c4ccccc4)OCCO3)o2)cc(OC)c1OC,?,?,3%
O=C(CCSc1ccccc1)NCC1CCCO1 (centres undefined),0%,-10%,5%
Cc1cc(=O)oc2cc(OCC(=O)Nc3ccc(CN4CCOCC4)cc3)ccc12,-27%,?,4%
COc1ccc(-c2cc(C(=O)NC3CCCCC3)no2)cc1OC,14%,15%,-7%
COc1cc(CNCCNCC(C)O)ccc1OCc1ccc(Cl)nc1 (centres undefined),8%,6%,3%
COc1ccccc1N1CCN(c2nc3ccc(C)cc3nc2-n2nc(C)cc2C)CC1,21µM*,23µM*,0%
CC(C)N1CCN(Cc2coc3ccccc3c2=O)CC1CCO (centres undefined),3%,-12%,-3%
FC(F)(F)c1cccc(-c2cc(C3CCNCC3)[nH]n2)c1,?,?,nt
Cc1ccc(N(CC(=O)Nc2ccccc2C(=O)N2CCOCC2)S(C)(=O)=O)cc1,0%,1%,-3%
O=C(NCC1COc2ccccc2O1)C1CCCN(S(=O)(=O)c2cccc3nsnc23)C1 (centres undefined),?,?,8%
COc1cccc(N/C=C/c2onc(C)c2[N+](=O)[O-])c1,-3%,?,-1%
COc1ccc(C(=O)Oc2cc(/C=N/NS(=O)(=O)c3ccc(C)cc3)ccc2OC)cc1,-7%,-28%,7%
COc1ccc(OC)c(/C=C2\S/C(=N/NC(=O)c3ccc4ccccc4c3)NC2=O)c1,-7%,5%,5%
CCCc1cc(C(=O)Nc2ccccc2SC)no1,-17%,-16%,-3%
Cc1[nH]c2ccccc2c1/C=N/NC(=S)NCc1ccccc1,?,?,6%
CCCC[N+](CC#CCO)(CC#Cc1ccccc1)CCCC,9.2µM*,?,1%
Cc1c(CNC(=O)C2CCC(=O)N(CCc3ccccc3)C2)cnn1C (centres undefined),-13%,-15%,2%
CC(C)c1ccc(C(C(=O)NC2CCCC2)N(C(=O)c2csnn2)C2CC2)cc1 (centres undefined),?,-30%,nt
Cc1cccc(C)c1-c1ccc(CN2C(CC(C)C)C(=O)N(Cc3cn(CCO)nn3)CCS2(=O)=O)cc1 (centres undefined),?,?,nt
COc1ccc(C(=O)NCc2cn3ccsc3n2)cc1OC,-3%,-6%,1%
CCOc1ccc(NC(=O)CSc2nnc(CNC(=O)c3ccco3)o2)cc1,21%,-5%,-1%
O=C1C2C3C=CC(C3)C2C(=O)N1/N=C/c1ccc(-c2ccccc2[N+](=O)[O-])o1 (centres undefined),-28%,?,4%
CC1(C)CC(=O)c2cnc(N)nc2C1,?,?,1%
N=C1C(c2nc3ccccc3s2)=C(O)CN1NC(=O)c1ccccc1[N+](=O)[O-],-14%,7%,-3%
Cc1nn(CC(=O)NNC(=O)c2ccccc2F)c([N+](=O)[O-])c1Br,0%,5%,2%
O=C(Cc1ccc(NC(=O)C2CCN(C(=O)C3CCCCC3)CC2)cc1)Nc1ccc(C(=O)N2CCOCC2)cc1,-6%,-7%,nt

# Shown as labelled records: two of the compounds above
CCOc1ccc(NC(=O)CSc2nnc(CNC(=O)c3ccco3)o2)cc1
  DT40 TDP1 no CPT = 21%	TDP1 cell CPT = -5%	TDP1 block = -1%

Cc1ccc(N(CC(=O)Nc2ccccc2C(=O)N2CCOCC2)S(C)(=O)=O)cc1
  DT40 TDP1 no CPT = 0%	TDP1 cell CPT = 1%	TDP1 block = -3%

# Next section
SMILES,DT40 TDP1 no CPT,TDP1 cell CPT,TDP1 block
Cn1c(=O)c2cc(NC(=O)NCc3ccc(Cl)cc3Cl)ccc2n1Cc1ccccc1,?,?,nt
COc1ccc(-n2c(=O)c3c(c4cc(OC)ccc4n3C)n(Cc3cccc(C)c3)c2=O)cc1,?,?,-6%
COc1cc2ccc(=O)oc2c(O[C@@H]2O[C@H](CO)[C@@H](O)[C@H](O)[C@H]2O)c1O,9%&-13%,10%&11%,2%
O=c1ccccn1Cc1c(Cl)cccc1Cl,1%,-3%,3%
CCCC1=NN2C(=N)/C(=C\c3cc(C)n(Cc4ccccc4)c3C)C(=O)N=C2S1,15%,5%,9%
N#Cc1cnc(Sc2ccccc2)nc1,?,?,1%
COCCN(C(=O)Cc1ccc(OC)c(OC)c1)c1nc(-c2cc(OC)ccc2OC)cs1,?,18µM*,nt
CC1COc2ccccc2N1C(=O)c1ccccc1Cl (centres undefined),?,-3%,nt
O=S(=O)(c1ccc(Br)s1)N1CCC(Cc2ccccc2)CC1,?,14µM*,-4%
CC(C)OC(=O)CCC(=O)Nc1ccc(F)cc1,13%,-2%,5%
Cc1cccc(C(=O)N2CCC(=O)N([C@H](COCc3cccc(C(F)(F)F)c3)Cc3ccccc3)CC2)c1,16µM*,?,6%
O=c1cnc2cnc(Nc3ccccc3)nc2n1C1CC1,?,-34%,nt
CC(C)[C@H](NC(=O)c1ccccc1)C(=O)OCc1nnc(-c2ccccc2)o1,23µM*,?,3%
COc1ccc(-n2c(-c3ccc(C)cc3)cc3c2CC(C)(C)CC3=O)c(OC)c1,?,15µM*,13%
Cc1cccc(NC(=O)Nc2ccc3c(c2)N(C)C(=O)CS3)n1,?,?,7%

# Quoted from the listing:
# Value for O=S(=O)(c1ccc(Br)s1)N1CCC(Cc2ccccc2)CC1 under TDP1 cell CPT: 14µM*
# Value for O=c1cnc2cnc(Nc3ccccc3)nc2n1C1CC1 under TDP1 cell CPT: -34%
# Value for O=c1ccccn1Cc1c(Cl)cccc1Cl under TDP1 block: 3%
# Value for COCCN(C(=O)Cc1ccc(OC)c(OC)c1)c1nc(-c2cc(OC)ccc2OC)cs1 under TDP1 cell CPT: 18µM*
# Value for COc1ccc(-n2c(=O)c3c(c4cc(OC)ccc4n3C)n(Cc3cccc(C)c3)c2=O)cc1 under TDP1 block: -6%
# Value for CC1COc2ccccc2N1C(=O)c1ccccc1Cl (centres undefined) under TDP1 cell CPT: -3%

# Next part:
SMILES,DT40 TDP1 no CPT,TDP1 cell CPT,TDP1 block
CS(=O)(=O)N1CCN(C(=O)c2cc(-c3cccnc3)nc3ccc(Cl)cc23)CC1,?,0%,6%
CCOC(=O)c1ccccc1NC(=O)C1=COCCO1,?,-30%,3%
Oc1ccc(C2Oc3cc(O)cc(O)c3CC2O)cc1 (centres undefined),-13%,2%,8%[56.1 µM]
O=C(NC1CCC1)C1CCC(=O)N(Cc2ccc(Cl)cc2)C1 (centres undefined),-10%,3%,nt
COc1ccc(C(=O)NNC(=O)CN(C)S(=O)(=O)c2ccc(Cl)cc2)c(OC)c1OC,-20%,-29%,nt
CCCc1ccc2oc(C(=O)NCCc3cnn(C)c3)c(C)c2c1,16µM*,16µM*,2%
Cn1c2ccccc2c2cc(/C=C(\NC(=O)c3ccccc3)C(=O)O)ccc21,-9%,11%,-5%
CCCCCCNC(=O)Nc1ccccc1,-1%,-16%,-6%
Cc1cccc(NC(=O)Cn2ncc3c4ccccc4n(Cc4ccccc4)c3c2=O)c1C,23µM*,?,0%
O=C(c1cc([N+](=O)[O-])ccc1N1CCCCC1)N1CCc2ccccc21,4.6µM*,15µM*,8%
COc1ccc2c(COC(=O)CNS(=O)(=O)c3ccccc3)cc(=O)oc2c1,18%,5%,-1%
O=C1Nc2ccccc2-n2nnnc2C1N1CCN(C(=O)c2ccco2)CC1 (centres undefined),25%,-3%,nt
O=C(O)/C=C\C(=O)Nc1ccccc1C(=O)N1CCC(O)(c2ccc(Cl)cc2)CC1,?,?,nt
CC(NC(=O)Cn1cnnn1)C12CC3CC(CC(C3)C1)C2 (centres undefined),-3%,-7%,-2%
Cc1cccc(C)c1-n1c(C)cc(/C=C2\NC(=O)NC2=O)c1C,?,?,2%
CCN(C(=O)COC(=O)c1c(C)nn(-c2ccccc2)c1C)C1CCS(=O)(=O)C1 (centres undefined),-3%,14%,0%
COc1ccc(NCC(=O)N/N=C/C(C)c2ccccc2)cc1 (centres undefined),-19%,-1%,5%
COCCNC(=O)C(c1ccc(F)cc1)N(Cc1ccccc1)C(=O)CCC(=O)Nc1ccccn1 (centres undefined),-8%,1%,0%[0.0935 µM]
COc1cc(NC(=O)CNC(=O)Cn2cnc3sc(C)c(C)c3c2=O)cc(OC)c1OC,?,-8%,nt
Cc1ccc(NC(=O)CSc2nc(-c3ccc(C(C)(C)C)cc3)nc3cc(=O)[nH]n23)cc1C,?,?,3%
COc1ccc(N2CCN(C(=O)CCNS(=O)(=O)c3ccc4c(c3)CCN4C(=O)C3CC3)CC2)cc1,18µM*,13µM*,10%
O=C1/C(=C\c2cccc(O)c2O)SC(=S)N1Cc1ccccc1,23µM*,?,nt
COc1ccc(C(=O)Nc2ncccc2C)cc1S(=O)(=O)N1CCCc2ccccc21,-27%,?,-2%
CC1(C)Cc2nc3[nH]c(=S)[nH]c(=O)c3cc2CO1,-9%,2%,0%
C[C@@H]1CC=C[C@@H]2[C@H]1C(=O)N(Cc1ccccc1)[C@H]2c1cccc(Br)c1,?,?,-1%[56.1 µM]
COc1cccc(CN(C)C(=O)c2cnn(-c3ncc4c(n3)-c3ccccc3CCC4)c2C)c1,23µM*,18µM*,nt
CCOC1=C2[C@H]([C@H]3C(=O)N(c4ccccc4)C(=O)[C@H]3C1)[C@@H](c1ccccc1)N(S(=O)(=O)c1ccc(C)cc1)[C@H]2c1ccccc1,-13%,-13%,nt
NC(=O)CN1CCOCCN(CC(N)=O)CCOCC1,-5%,?,8%
O=c1[nH]c2cc3c(cc2cc1C(c1nnnn1Cc1ccccc1)N1CCCCCC1)OCCO3 (centres undefined),?,16µM*,7%
Cc1noc(C)c1COc1ccccc1C(=O)NC(C)CCc1ccccc1 (centres undefined),?,-4%,nt

# Exported with tabs: part of the list above.
smiles	DT40 TDP1 no CPT	TDP1 cell CPT	TDP1 block
COc1cccc(CN(C)C(=O)c2cnn(-c3ncc4c(n3)-c3ccccc3CCC4)c2C)c1	23µM*	18µM*	nt
CCOC1=C2[C@H]([C@H]3C(=O)N(c4ccccc4)C(=O)[C@H]3C1)[C@@H](c1ccccc1)N(S(=O)(=O)c1ccc(C)cc1)[C@H]2c1ccccc1	-13%	-13%	nt
NC(=O)CN1CCOCCN(CC(N)=O)CCOCC1	-5%	?	8%

# Carrying on:
SMILES,DT40 TDP1 no CPT,TDP1 cell CPT,TDP1 block
COCCn1c(=NC(=O)CSCC(=O)N2CCOCC2)sc2ccccc21,-7%,-6%,5%
O=C1CCCN1C(=O)CSc1ccc2ccccc2n1,0%,15%,0%
O=C(COC(=O)C1CC(=O)N(Cc2ccco2)C1)Nc1nc(-c2ccc(F)cc2)cs1 (centres undefined),-6%,?,-1%
COc1cccc(-c2nc(CS(=O)CC(=O)NCCCOC(C)C)c(C)o2)c1 (centres undefined),-3%,-20%,7%
CCc1cccc(NC(=O)c2ccc(Cn3c(=O)[nH]c4ccsc4c3=O)cc2)c1,-26%,-22%,4%
CCCc1nc2ccccc2c(C(=O)N(CC)CC(=O)NCc2cccs2)c1CC,-22%,5%,-12%
CCOc1ccccc1OCCCC(=O)NC1=NCCS1,3%,-12%,2%
Cc1nc(NCC2CCCO2)c2oc3ccccc3c2n1 (centres undefined),-29%,-28%,0%
COc1cccc(-c2csc(N3CCN(C(=S)Nc4ccccc4OC)CC3)n2)c1,?,?,6%
COc1cc(NC(=O)CN2CCN(c3ccccc3)CC2)c(C)cc1[N+](=O)[O-],-1%,2%,0%
CCOC(=O)c1ccc(NC(=O)N2CCc3ccccc32)cc1,-24%,-27%,-5%
Cc1ccc(SCC(=O)N2CCC(C(N)=O)CC2)cc1,13%,14%,3%
NCc1cn(Cc2ccccc2)nc1-c1ccccc1,?,11µM*,2%
C=CCC(NCc1ccccc1)c1ccccc1 (centres undefined),-8%,4%,-6%
O=C1c2ccccc2[C@@H]2C[C@@H](O)[C@H](Nc3cccc4ccccc34)CCN12,16µM*,?,1%[56.1 µM]
